Shn3 3UTR inh – inhibitors of Schnurri-3 3'UTR reporter in osteoblasts | 360,000 tested, 0.52% active | inhibition, % at 12.5 µM | Clone20 osteoblast Shn3 3'UTR firefly luciferase, 24 h;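 active = mean inhibition of at least 75% with every replicate also reaching 75%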;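 note: 0% = median of neutral control wells and 100% = pilot-screen positive control compound; some compounds past the cut are filed as inactive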
KKLEB tox – CF airway cell cytotoxicity counter-screen; activity change (cytotoxicity), % at 5 µM; 360,000 tested, 0.36% active; KKLEB CF airway cells viability, ATPlite luminescence, overnight; hits give low values; cells stimulated with P. aeruginosa culture filtrate;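 active = corrected activity change at or below -50% at 5 µM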
Peg3 promoter – Peg3 promoter activity inhibition. HeLa PEG-Prom luciferase reporter, luminescence, overnight. inhibition, % at 20 µM. 360,000 tested, 1.7% active. AID 588405;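 active = inhibition of at least 50% at 20 µM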
NR2E3 ag-1 – agonists of human NR2E3 nuclear receptor | Q9Y5X4 | inhibition of corepressor binding, % at 3.98 µM | AID 602229 | CHO-S Gal4-NCOR/VP16-NR2E3 two-hybrid, luciferase | 360,000 tested, 0.35% active;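 active = inhibition above the mean of all tested compounds plus 3 SD, cut at about 70% in these data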;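 note: 0% = DMSO with NR2E3 transfected cells and 100% = cells lacking NR2E3 construct; higher means lower luciferase signal from less NR2E3 corepressor binding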
Target sequence (Q9Y5X4 whole entry, looked up, the tested form may be a part): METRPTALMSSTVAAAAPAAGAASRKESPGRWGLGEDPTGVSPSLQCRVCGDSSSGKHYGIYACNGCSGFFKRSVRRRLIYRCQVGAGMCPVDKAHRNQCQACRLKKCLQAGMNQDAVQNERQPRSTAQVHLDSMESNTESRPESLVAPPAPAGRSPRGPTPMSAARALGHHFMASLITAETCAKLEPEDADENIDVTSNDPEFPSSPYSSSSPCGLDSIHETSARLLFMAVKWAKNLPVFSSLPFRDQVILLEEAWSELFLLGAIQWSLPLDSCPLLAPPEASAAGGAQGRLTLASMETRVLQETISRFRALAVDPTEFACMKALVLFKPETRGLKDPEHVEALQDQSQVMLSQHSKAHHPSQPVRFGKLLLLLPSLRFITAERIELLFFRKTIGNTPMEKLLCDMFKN
NR2E3 ag-2 – activates human photoreceptor nuclear receptor NR2E3 | Q9Y5X4 | GST-NR2E3/biotin-RetCOR TR-FRET, 1536-well | inhibition of corepressor binding, % at 4.78 µM | 320,000 tested, 0.12% active | AID 2300;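 active = percent inhibition above the cutoff of mean plus 3 SD of all tested compounds, set per screening campaign, cut at about 20% in these data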;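 note: 0% = DMSO wells and 100% = biotin wells as full block of FRET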
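Format: 1536-well format; test system: GST-NR2E3 and biotin-RetCOR proteins; read-out basis: percent inhibition of TR-FRET ratio; timing: 5 h incubation at 4 °C; detection: time-resolved FRET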
TWEAK-Fn14 inh – TWEAK-Fn14 signaling inhibition. TWEAK-stimulated Fn14 reporter cells, luciferase luminescence, 8 h. 360,000 tested, 2% active. inhibition, % at 10 µM; in the data active = inhibition above about 50%
HIF-2a block – blocks HIF-2a reporter activity; 360,000 tested, 0.72% active; AID 624352; 786-0 RCC cells HIF-2a reporter, luciferase luminescence, overnight; inhibition, % at 18.8 µM;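 active = inhibition of the luminescence signal of 40% or more relative to plate controls, in a single-dose primary screen at 18.75 µM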
CF NFkB inh – cystic fibrosis NF-kB activation inhibition. KKLEB NF-kB-GFP reporter, PAF-induced, GFP fluorescence overnight. inhibition, % at 5 µM. 360,000 tested, 0.86% active;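 active = at least 50% inhibition at 5 µM, scaled per plate between neutral and stimulator controls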;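 note: PAF is a Pseudomonas aeruginosa culture filtrate used as stimulus; plate controls were PAF-stimulated DMSO wells for no effect and unstimulated DMSO wells for full effect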
TROY signal inh – TROY signaling inhibition | inhibition, % at 10 µM | AID 1347056 | 360,000 tested, 0.98% active | Q293 LMP1-TROYcd NF-kB luciferase reporter, 4 h;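 active = compounds whose plate-normalised and pattern-corrected inhibition of the luciferase reporter signal at the single screening dose is 50% or more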
TRAIL sens C8 – caspase-8 TRAIL sensitization; inhibition (viability loss, TRAIL sensitization), % at 10 µM; 360,000 tested, 1% active; AID 624354; NB7+C8 cells + TRAIL, ATPlite viability luminescence;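 active = compounds causing at least 50% loss of cell viability in the single-dose screen, relative to plate controls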
MITF TRPM1 inh – MITF TRPM1 promoter inhibition in SK-MEL-5 cells; inhibition, % at 12.5 µM; SK-MEL-5 TRPM1 promoter luciferase, 24 h; AID 488899; 330,000 tested, 0.83% active;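 active = mean inhibition across replicates of 60% or more, whatever share of single replicates reaches that level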; note: values of inactives mirror those of a sister screen read the other way
An asterisk follows results filed as active.

Start of the data: the first four compounds as a preview:
`Cn1cc(/C=C/c2nc3ccccc3c(=O)n2-c2cccc([N+](=O)[O-])c2)c2ccccc21` gave Shn3 3UTR inh 29, KKLEB tox -12, Peg3 promoter -12, NR2E3 ag-1 -25, NR2E3 ag-2 -1, TWEAK-Fn14 inh 13, HIF-2a block -4, CF NFkB inh -2, TROY signal inh 53*, TRAIL sens C8 -1 and MITF TRPM1 inh -1.
CCN(CC)Cc1ccc(NC(=O)c2sc3cc(Cl)ccc3c2Cl)cc1 was read as Shn3 3UTR inh -3, KKLEB tox -3, Peg3 promoter 105*, NR2E3 ag-1 -41, NR2E3 ag-2 1, TWEAK-Fn14 inh -78, HIF-2a block -118, CF NFkB inh 2, TROY signal inh -4, TRAIL sens C8 28 and MITF TRPM1 inh 3.
For CCOCCCN(C)C1CCN(C(=O)c2oc3ccccc3c2NC(=O)c2ccc([N+](=O)[O-])cc2)CC1 the results were Shn3 3UTR inh -27, KKLEB tox 3, Peg3 promoter -27, NR2E3 ag-1 -16, NR2E3 ag-2 0, TWEAK-Fn14 inh -26, HIF-2a block -9, CF NFkB inh -3, TROY signal inh -10, TRAIL sens C8 10 and MITF TRPM1 inh -18.
`COc1ccc(OC)c(S(=O)(=O)N2C(C)CCCC2C)c1` (stereo not drawn) gave Shn3 3UTR inh -1, KKLEB tox -3, Peg3 promoter 17, NR2E3 ag-1 -15, NR2E3 ag-2 -2, TWEAK-Fn14 inh -4, HIF-2a block 15, CF NFkB inh 10, TROY signal inh -16, TRAIL sens C8 -5 and MITF TRPM1 inh 1.

Main list, from the start:
`Cn1cc(/C=C/c2nc3ccccc3c(=O)n2-c2cccc([N+](=O)[O-])c2)c2ccccc21` gave Shn3 3UTR inh 29, KKLEB tox -12, Peg3 promoter -12, NR2E3 ag-1 -25, NR2E3 ag-2 -1, TWEAK-Fn14 inh 13, HIF-2a block -4, CF NFkB inh -2, TROY signal inh 53*, TRAIL sens C8 -1 and MITF TRPM1 inh -1.
CCN(CC)Cc1ccc(NC(=O)c2sc3cc(Cl)ccc3c2Cl)cc1 was read as Shn3 3UTR inh -3, KKLEB tox -3, Peg3 promoter 105*, NR2E3 ag-1 -41, NR2E3 ag-2 1, TWEAK-Fn14 inh -78, HIF-2a block -118, CF NFkB inh 2, TROY signal inh -4, TRAIL sens C8 28 and MITF TRPM1 inh 3.
For CCOCCCN(C)C1CCN(C(=O)c2oc3ccccc3c2NC(=O)c2ccc([N+](=O)[O-])cc2)CC1 the results were Shn3 3UTR inh -27, KKLEB tox 3, Peg3 promoter -27, NR2E3 ag-1 -16, NR2E3 ag-2 0, TWEAK-Fn14 inh -26, HIF-2a block -9, CF NFkB inh -3, TROY signal inh -10, TRAIL sens C8 10 and MITF TRPM1 inh -18.
`COc1ccc(OC)c(S(=O)(=O)N2C(C)CCCC2C)c1` (stereo not drawn) gave Shn3 3UTR inh -1, KKLEB tox -3, Peg3 promoter 17, NR2E3 ag-1 -15, NR2E3 ag-2 -2, TWEAK-Fn14 inh -4, HIF-2a block 15, CF NFkB inh 10, TROY signal inh -16, TRAIL sens C8 -5 and MITF TRPM1 inh 1.
For COc1cccc(NC(=O)CN(C)CC(=O)NCC(=O)Nc2ccc(F)cc2)c1 the results were Shn3 3UTR inh -16, KKLEB tox 4, Peg3 promoter 10, NR2E3 ag-1 -2, TWEAK-Fn14 inh -5, HIF-2a block -2, CF NFkB inh -27, TROY signal inh 1, TRAIL sens C8 -3 and MITF TRPM1 inh 2.
`COc1ccc(NC(=S)NC(=O)/C=C/c2ccccc2)cc1` gave Shn3 3UTR inh -60, KKLEB tox -8, Peg3 promoter -53, NR2E3 ag-1 10, NR2E3 ag-2 0, TWEAK-Fn14 inh -1, HIF-2a block -52, CF NFkB inh 21, TROY signal inh -18, TRAIL sens C8 -15 and MITF TRPM1 inh -5.
For COc1ccc2ccccc2c1CNC(=O)CC1C(=O)NCCN1CC(C)(C)C (stereo not drawn) the results were Shn3 3UTR inh -7, KKLEB tox -8, Peg3 promoter 6, NR2E3 ag-1 -8, NR2E3 ag-2 2, TWEAK-Fn14 inh -5, HIF-2a block 5, CF NFkB inh 3, TROY signal inh 13, TRAIL sens C8 -21 and MITF TRPM1 inh 2.
COc1cccc(/C=N/NC(=O)CCn2c3ccccc3c3ccccc32)c1 was read as Shn3 3UTR inh 9, KKLEB tox -9, Peg3 promoter 26, NR2E3 ag-1 -33, NR2E3 ag-2 5, TWEAK-Fn14 inh 12, HIF-2a block 7, CF NFkB inh 21, TROY signal inh -42, TRAIL sens C8 0 and MITF TRPM1 inh -5.
For CCn1ncc(C(=O)Nc2cccc(Cl)c2)c1C the results were Shn3 3UTR inh -89, KKLEB tox 6, Peg3 promoter -242, NR2E3 ag-1 -92, NR2E3 ag-2 -3, TWEAK-Fn14 inh -14, HIF-2a block -188, CF NFkB inh 17, TROY signal inh -63, TRAIL sens C8 1 and MITF TRPM1 inh -54.
`Cc1ccccc1NC(=S)NC(=O)c1cncc(Br)c1` gave Shn3 3UTR inh -8, KKLEB tox -1, Peg3 promoter -11, NR2E3 ag-1 -32, NR2E3 ag-2 2, TWEAK-Fn14 inh 28, HIF-2a block -10, CF NFkB inh 22, TROY signal inh -6, TRAIL sens C8 -7 and MITF TRPM1 inh -7.
For COCCn1c(=O)sc2ccccc2c1=O the results were Shn3 3UTR inh 5, KKLEB tox 3, Peg3 promoter -12, NR2E3 ag-1 -13, NR2E3 ag-2 -2, TWEAK-Fn14 inh 9, HIF-2a block 1, CF NFkB inh -4, TROY signal inh 23, TRAIL sens C8 -4 and MITF TRPM1 inh 7.
COCOCCn1cc(CN2CCS(=O)(=O)N(Cc3ccc(-c4ccncc4)cc3)C(C)C2=O)nn1 (stereo not drawn) was read as Shn3 3UTR inh -10, KKLEB tox 13, Peg3 promoter -16, NR2E3 ag-1 -21, TWEAK-Fn14 inh -9, HIF-2a block 6, CF NFkB inh -22, TROY signal inh -10 and TRAIL sens C8 -17.
Screening COc1ccc(N2CCN(C(=O)COC(=O)CNC(=O)c3ccc(C)cc3)CC2)cc1 returned Shn3 3UTR inh -2, KKLEB tox -12, Peg3 promoter -5, NR2E3 ag-1 7, NR2E3 ag-2 -2, TWEAK-Fn14 inh 5, HIF-2a block 11, CF NFkB inh 12, TROY signal inh -1, TRAIL sens C8 5 and MITF TRPM1 inh 14.
Screening Cc1ccc2nc(-c3ccccc3)cc(C(=O)N3CCN(S(=O)(=O)c4c(C)noc4C)CC3)c2c1 returned Shn3 3UTR inh 48, KKLEB tox -9, Peg3 promoter -11, NR2E3 ag-1 12, NR2E3 ag-2 2, TWEAK-Fn14 inh 11, HIF-2a block -65, CF NFkB inh 0, TROY signal inh -11, TRAIL sens C8 24 and MITF TRPM1 inh -6.
For CCOC(=O)/C=C1\NC(=O)C(C)S1 (stereo not drawn) the results were Shn3 3UTR inh -1, KKLEB tox 4, Peg3 promoter 3, NR2E3 ag-1 7, NR2E3 ag-2 1, TWEAK-Fn14 inh -11, HIF-2a block 10, CF NFkB inh 6, TROY signal inh -4, TRAIL sens C8 2 and MITF TRPM1 inh -1.
CN(Cc1ccccc1)CC(O)COc1ccc(CNCCc2cccnc2)cc1 (stereo not drawn) was read as Shn3 3UTR inh -16, KKLEB tox -10, Peg3 promoter -1, NR2E3 ag-1 18, NR2E3 ag-2 3, TWEAK-Fn14 inh -47, HIF-2a block 8, CF NFkB inh 18, TROY signal inh -2, TRAIL sens C8 9 and MITF TRPM1 inh -21.
For Cc1cc(C)n(CCOc2ccc(Cl)cc2Cl)n1 the results were Shn3 3UTR inh 19, KKLEB tox -1, Peg3 promoter -4, NR2E3 ag-1 -12, NR2E3 ag-2 0, TWEAK-Fn14 inh 2, HIF-2a block 3, CF NFkB inh -16, TROY signal inh -2, TRAIL sens C8 -11 and MITF TRPM1 inh -4.
For CCn1c(CNC(=O)c2cccc(C)c2)nnc1SCC(=O)N1CCOCC1 the results were Shn3 3UTR inh 10, KKLEB tox 11, Peg3 promoter 4, NR2E3 ag-1 -6, NR2E3 ag-2 1, TWEAK-Fn14 inh -24, HIF-2a block 13, CF NFkB inh -3, TROY signal inh -6, TRAIL sens C8 -6 and MITF TRPM1 inh -10.
`COc1cc(C)c(Cl)c(C)c1S(=O)(=O)NCc1ccc2c(c1)OCO2` gave Shn3 3UTR inh 8, KKLEB tox 8, Peg3 promoter 24, NR2E3 ag-1 -4, NR2E3 ag-2 1, TWEAK-Fn14 inh 2, HIF-2a block 20, CF NFkB inh -7, TROY signal inh 0, TRAIL sens C8 14 and MITF TRPM1 inh -8.
For COCOCCn1cc(CN2CCS(=O)(=O)N(Cc3ccc(-c4ccc(C)cc4)cc3)C(C)C2=O)nn1 (stereo not drawn) the results were Shn3 3UTR inh 0, KKLEB tox -4, Peg3 promoter 11, NR2E3 ag-1 15, TWEAK-Fn14 inh -7, HIF-2a block -1, CF NFkB inh 10, TROY signal inh -6 and TRAIL sens C8 28.
Screening Cc1ccc(NC(=O)CN2C(=O)S/C(=C\c3ccccn3)C2=O)cc1C returned Shn3 3UTR inh 23, KKLEB tox -21, Peg3 promoter 24, NR2E3 ag-1 4, TWEAK-Fn14 inh -18, HIF-2a block 6, CF NFkB inh -6, TROY signal inh 11, TRAIL sens C8 7 and MITF TRPM1 inh -6.
For Cc1ccccc1NC(=O)CSc1n[nH]c(-c2ccco2)n1 the results were Shn3 3UTR inh 9, KKLEB tox 0, Peg3 promoter 13, NR2E3 ag-1 -17, NR2E3 ag-2 8, TWEAK-Fn14 inh 6, HIF-2a block 14, CF NFkB inh 20, TROY signal inh 25, TRAIL sens C8 -4 and MITF TRPM1 inh -8.
CCOC(=O)C[N+](C)(C)CCOC1CC2CCC1(C)C2(C)C (stereo not drawn) was read as Shn3 3UTR inh 26, KKLEB tox 4, Peg3 promoter 10, NR2E3 ag-1 -4, NR2E3 ag-2 5, TWEAK-Fn14 inh -2, HIF-2a block 10, CF NFkB inh -12, TROY signal inh 2, TRAIL sens C8 1 and MITF TRPM1 inh -4.
Screening CC1CC(C)CN(C(=O)C(Cc2ccccc2)NC(=O)c2ccccc2)C1 (stereo not drawn) returned Shn3 3UTR inh -9, KKLEB tox -5, Peg3 promoter 8, NR2E3 ag-1 20, NR2E3 ag-2 -2, TWEAK-Fn14 inh 4, HIF-2a block 9, CF NFkB inh 13, TROY signal inh 2, TRAIL sens C8 21 and MITF TRPM1 inh 0.
`O=C(NC1CC1)C1CCN(c2ncccn2)CC1` gave Shn3 3UTR inh -4, KKLEB tox -1, Peg3 promoter 3, NR2E3 ag-1 -34, NR2E3 ag-2 0, TWEAK-Fn14 inh 22, HIF-2a block 6, CF NFkB inh -6, TROY signal inh 0, TRAIL sens C8 4 and MITF TRPM1 inh 5.

Assay outcomes as filed in PubChem.

These rows are one share of the data; the hit share may differ from the screen's.
